RBBP9 inhibitor: human RBBP9 inhibitors, primary screen, biochemical, fluorescence polarization, FP-Rh probe, HTS. recombinant RBBP9. AID 1515, 2009. inhibition, % at 7.94 µM. 220,000 compounds, 0.2% hits. Serine hydrolase RBBP9 (Homo sapiens), O75884;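 active = inhibition above the campaign mean of all tested compounds plus 3 SD, cut at about 14% in these data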;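 note: plate controls were DMSO wells with RBBP9 for no effect and wells lacking RBBP9 protein for full effect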
Target sequence (O75884 whole entry, looked up): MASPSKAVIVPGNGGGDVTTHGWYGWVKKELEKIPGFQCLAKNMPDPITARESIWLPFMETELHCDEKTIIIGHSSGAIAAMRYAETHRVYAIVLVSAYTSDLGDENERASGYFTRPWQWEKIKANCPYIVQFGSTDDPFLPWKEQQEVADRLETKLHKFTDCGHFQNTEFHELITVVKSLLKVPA
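Controls: DMSO-treated enzyme wells and wells lacking RBBP9 | Material: RBBP9 protein | Technique: Fluorescence polarization | Replication: Single well per compound, no replicates | Buffer or medium: Tris-NaCl-Pluronic buffer, pH 8.0 | Timing: 30 min compound preincubation, 45 min probe labeling, 25 °C | Read-out basis: Percent inhibition from mP, scaled between DMSO and no-protein wells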
Calpain2 inh: inhibitors of pig calpain II, primary screen, biochemical, fluorogenic peptide substrate, 1536-well. 220,000 compounds, 0.37% hits. purified calpain II, 30 min. inhibition, % at 16 µM. AID 1236, 2008;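 active = inhibition above about 50%, limit read from the data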
Tb hexokinase: Trypanosoma brucei hexokinase 1 inhibitors, primary screen, biochemical, G6PDH-coupled NADH absorbance, MLSCN library | recombinant TbHK1, G6PDH-coupled NADH A340 | inhibition, % at 10 µM | 220,000 compounds, 0.11% hits | AID 1430, 2008;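 active = inhibition of 50% or more in the single-dose primary screen; inactive = inhibition below 50%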
EBV gp42 inh: Epstein-Barr virus gp42 inhibitors, primary screen, biochemical, uHTS, fluorescence polarization; Fluorescence polarization binding assay, mP read-out; inhibition, % (tested at 21.74 µM); 220,000 compounds, 0.42% hits; AID 1085, 2008; in the data active = inhibition above about 50%
Target sequence (Q1HVG2 whole entry, looked up): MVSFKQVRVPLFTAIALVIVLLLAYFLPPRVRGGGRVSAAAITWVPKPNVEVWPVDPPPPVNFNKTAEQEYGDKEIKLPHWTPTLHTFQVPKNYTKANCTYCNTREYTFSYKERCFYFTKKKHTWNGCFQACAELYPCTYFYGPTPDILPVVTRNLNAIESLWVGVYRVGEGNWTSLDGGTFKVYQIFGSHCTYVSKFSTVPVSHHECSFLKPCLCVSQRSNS
Runt-SMMHC FRET: inhibitors of RUNX1 Runt–CBFb-SMMHC binding, primary screen, biochemical, FRET, Cerulean-Runt, Venus-CBFb-SMMHC, uHTS. inhibition, % at 20 µM. 220,000 compounds, 0.74% hits. Cerulean-Runt/Venus-CBFb-SMMHC FRET ratio 530/480, 1 h. Runt-related transcription factor 1 (Homo sapiens) + Core-binding factor subunit beta …;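 active = mean inhibition across duplicate retests at 20 µM reaching about 50%, limit read from the data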;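 note: 0% = DMSO wells and 100% = wells with excess untagged CBFb-SMMHC; inhibitors lower the FRET ratio by blocking Runt binding to CBFb-SMMHC; some results filed as inactive read as strong as hits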
Target sequence (Q01196 whole entry, looked up): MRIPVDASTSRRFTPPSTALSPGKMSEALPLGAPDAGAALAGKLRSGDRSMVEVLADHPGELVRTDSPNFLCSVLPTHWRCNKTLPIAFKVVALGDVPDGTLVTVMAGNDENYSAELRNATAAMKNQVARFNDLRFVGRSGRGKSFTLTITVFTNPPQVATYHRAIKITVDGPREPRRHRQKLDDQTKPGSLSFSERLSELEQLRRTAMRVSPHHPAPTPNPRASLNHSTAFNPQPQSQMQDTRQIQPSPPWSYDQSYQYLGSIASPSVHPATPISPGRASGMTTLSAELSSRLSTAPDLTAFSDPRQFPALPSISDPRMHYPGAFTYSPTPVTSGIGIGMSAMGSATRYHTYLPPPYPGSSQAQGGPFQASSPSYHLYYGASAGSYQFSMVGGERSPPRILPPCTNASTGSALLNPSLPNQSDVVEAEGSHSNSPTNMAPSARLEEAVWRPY
Target sequence (Q13951 whole entry, looked up): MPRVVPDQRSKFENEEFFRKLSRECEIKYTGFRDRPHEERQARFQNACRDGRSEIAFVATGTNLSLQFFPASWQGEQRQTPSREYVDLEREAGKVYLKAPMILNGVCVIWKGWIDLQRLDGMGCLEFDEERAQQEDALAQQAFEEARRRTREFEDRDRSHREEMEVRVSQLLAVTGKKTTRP
p97 inhibitor: inhibitors of human p97 ATPase, primary screen, biochemical | Transitional endoplasmic reticulum ATPase (Homo sapiens), P55072 | recombinant p97 ATPase, Kinase-Glo ATP luminescence, 3 h | inhibition, % at 8 µM | 220,000 compounds, 0.42% hits | AID 1481, 2009; in the data active = inhibition above about 15%;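 note: 0% = DMSO vehicle and 100% = wells lacking enzyme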
p47phox inh: p47phox/p22phox peptide binding inhibitors, primary screen, biochemical, uHTS, NADPH oxidase regulatory subunit. 220,000 compounds, 0.53% hits. fluorescence polarization, 2 h. inhibition, % at 24.7 µM;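 active = inhibition above about 30%, limit read from the data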;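 note: 0% = p47phox with labelled peptide and 100% = labelled peptide alone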
Runt-CBFb FRET: inhibitors of RUNX1 Runt–CBFb binding, primary screen, biochemical, FRET, Cerulean-Runt, Venus-CBFb, uHTS; Runt-related transcription factor 1 (Homo sapiens) + Core-binding factor subunit beta …; Cerulean-Runt/Venus-CBFb FRET ratio 530/480, 1 h; inhibition, % at 20 µM; 220,000 compounds, 0.46% hits;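 active = inhibition over about 50% at 20 µM in the single-dose screen, limit read from the data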;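 note: 0% = DMSO wells and 100% = excess unlabeled CBFb competitor control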
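Buffer or medium: Tris pH 7.5 buffer with BSA. Assay system: Cerulean-labeled Runt domain protein. Amount: each fluorescent fusion protein 100 nM. Read-out basis: loss of energy transfer signal. Incubation: 1 h compound exposure, room temperature. Probe or stimulus: Venus-CBFb binding partner, 100 nM. Detection: FRET, excitation 422 nm, emission at 530 and 480 nm.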
Furin inh: human furin inhibitors, primary screen, biochemical, fluorescence intensity; purified furin, fluorogenic substrate cleavage; 220,000 compounds, 0.061% hits; inhibition, % at 30 µM; in the data active = inhibition above about 25%; note: inactives centre near -15
* hit, by the source's call; [ ] = remark or other dose.

How did Cc1ccc(OCCn2cnc3cc([N+](=O)[O-])ccc3c2=O)cc1 do in these assays?
RBBP9 inhibitor: -8; Calpain2 inh: 21; Tb hexokinase: 9; EBV gp42 inh: -16; Runt-SMMHC FRET: 0; p97 inhibitor: -6; p47phox inh: -6; Runt-CBFb FRET: 0; Furin inh: -4

Results for CC(C)(C)NC(=O)C(c1cccs1)N(Cc1cccs1)C(=O)c1ccc(CN2CCOCC2)o1 (centres undefined) ?
RBBP9 inhibitor: 4; Calpain2 inh: -8; Tb hexokinase: -3; EBV gp42 inh: -20; Runt-SMMHC FRET: 0; p97 inhibitor: 1; p47phox inh: 0; Runt-CBFb FRET: -1; Furin inh: -31

What do the screens show for `O=C(Nc1ccon1)c1cccc(S(=O)(=O)N2CCCCCC2)c1`?
RBBP9 inhibitor: -6; Calpain2 inh: -31; Tb hexokinase: -6; EBV gp42 inh: -1; Runt-SMMHC FRET: 3; p97 inhibitor: 1; p47phox inh: -17; Runt-CBFb FRET: -1; Furin inh: -16[20 µM]

Results for O=C(NCCc1ccc(Cl)cc1)C1CCN(S(=O)(=O)N2CCCC2)CC1 ?
RBBP9 inhibitor: -7; Calpain2 inh: 12; Tb hexokinase: 22; EBV gp42 inh: -11; Runt-SMMHC FRET: 2; p97 inhibitor: 0; p47phox inh: 14; Runt-CBFb FRET: -3; Furin inh: -7

What do the screens show for `O=C1OCC2=C1C(c1ccc(F)cc1)CC(=O)N2c1ccccc1` (centres undefined)?
RBBP9 inhibitor: -1; Calpain2 inh: 28; Tb hexokinase: -5; EBV gp42 inh: -47; Runt-SMMHC FRET: 4; p97 inhibitor: 4; p47phox inh: 2; Runt-CBFb FRET: -1; Furin inh: -23

How did Cc1ccc(C)c(NC(=O)Cn2nc(C(F)(F)F)cc2C2CC2)c1 do in these assays?
RBBP9 inhibitor: -9; Calpain2 inh: -13; Tb hexokinase: -4; EBV gp42 inh: -23; Runt-SMMHC FRET: 3; p97 inhibitor: 2; p47phox inh: -18; Runt-CBFb FRET: 0; Furin inh: -14[20 µM]

What do the screens show for `Cc1ccc(S(=O)(=O)N2CCCC2C(=O)NCCc2nc3ccccc3[nH]2)cc1` (centres undefined)?
RBBP9 inhibitor: 0; Calpain2 inh: 1; Tb hexokinase: 2; EBV gp42 inh: 1; Runt-SMMHC FRET: 5; p97 inhibitor: -3; p47phox inh: 7; Runt-CBFb FRET: -4; Furin inh: -9[20 µM]

How did CC1CCCCN1S(=O)(=O)c1ccc(C(=O)Nc2nnc(-c3ccccc3Cl)o2)cc1 (centres undefined) do in these assays?
RBBP9 inhibitor: -1; Calpain2 inh: -53; Tb hexokinase: 4; EBV gp42 inh: -3; Runt-SMMHC FRET: 1; p97 inhibitor: 2; p47phox inh: -15; Runt-CBFb FRET: 1; Furin inh: -18

Results for CCOCCn1c(C(C)O)nc2ccccc21 (centres undefined) ?
RBBP9 inhibitor: 5; Calpain2 inh: 24; Tb hexokinase: 2; EBV gp42 inh: -1; Runt-SMMHC FRET: 0; p97 inhibitor: 4; p47phox inh: -3; Runt-CBFb FRET: -1; Furin inh: 6[20 µM]

What do the screens show for `COCCn1c(SCC(=O)Nc2nnc(C)s2)nnc1-c1ccco1`?
RBBP9 inhibitor: -16; Calpain2 inh: 9; Tb hexokinase: 0; EBV gp42 inh: -2; Runt-SMMHC FRET: 1; p97 inhibitor: -2; p47phox inh: 6; Runt-CBFb FRET: 1; Furin inh: -14

What do the screens show for `O=C(NC(=S)Nc1ccc(S(=O)(=O)N2CCCC2)cc1)C1CCC1`?
RBBP9 inhibitor: -10; Calpain2 inh: 0; Tb hexokinase: 0; EBV gp42 inh: -5; Runt-SMMHC FRET: -1; p97 inhibitor: 1; p47phox inh: -4; Runt-CBFb FRET: -2; Furin inh: -11

Results for CCOC(=O)c1sc(NCc2ccco2)c(-c2nc3ccccc3s2)c1N ?
RBBP9 inhibitor: -1; Calpain2 inh: -66; Tb hexokinase: -21; EBV gp42 inh: -26; Runt-SMMHC FRET: 5; p97 inhibitor: 11; p47phox inh: -27; Runt-CBFb FRET: 12; Furin inh: 2

Results for COc1ccc(N(C)C(=O)CC2(CC(=O)O)CCCCC2)cc1 ?
RBBP9 inhibitor: -5; Calpain2 inh: 5; Tb hexokinase: -5; EBV gp42 inh: 6; Runt-SMMHC FRET: 1; p97 inhibitor: 2; p47phox inh: -8; Runt-CBFb FRET: 2; Furin inh: -12

What do the screens show for `COc1cccc(C(=O)Nc2ccc(NC(C)=O)cc2)c1`?
RBBP9 inhibitor: 0; Calpain2 inh: -7; Tb hexokinase: -2; EBV gp42 inh: -31; Runt-SMMHC FRET: -2; p97 inhibitor: 5; p47phox inh: -7; Runt-CBFb FRET: -1; Furin inh: -23[20 µM]

How did Cc1ccc(NC(=O)C2CCC(CNc3c(N4CCC(C)CC4)c(=O)c3=O)CC2)cc1F (centres undefined) do in these assays?
RBBP9 inhibitor: -3; Calpain2 inh: -10; Tb hexokinase: -1; EBV gp42 inh: -10; Runt-SMMHC FRET: 2; p97 inhibitor: 3; p47phox inh: -15; Runt-CBFb FRET: -2; Furin inh: -24

5 neighbouring entries out of the list so far, quoted:
What do the screens show for `Cc1ccc(S(=O)(=O)N2CCCC2C(=O)NCCc2nc3ccccc3[nH]2)cc1` (centres undefined)?
RBBP9 inhibitor: 0; Calpain2 inh: 1; Tb hexokinase: 2; EBV gp42 inh: 1; Runt-SMMHC FRET: 5; p97 inhibitor: -3; p47phox inh: 7; Runt-CBFb FRET: -4; Furin inh: -9[20 µM]

How did CC1CCCCN1S(=O)(=O)c1ccc(C(=O)Nc2nnc(-c3ccccc3Cl)o2)cc1 (centres undefined) do in these assays?
RBBP9 inhibitor: -1; Calpain2 inh: -53; Tb hexokinase: 4; EBV gp42 inh: -3; Runt-SMMHC FRET: 1; p97 inhibitor: 2; p47phox inh: -15; Runt-CBFb FRET: 1; Furin inh: -18

Results for CCOCCn1c(C(C)O)nc2ccccc21 (centres undefined) ?
RBBP9 inhibitor: 5; Calpain2 inh: 24; Tb hexokinase: 2; EBV gp42 inh: -1; Runt-SMMHC FRET: 0; p97 inhibitor: 4; p47phox inh: -3; Runt-CBFb FRET: -1; Furin inh: 6[20 µM]

What do the screens show for `COCCn1c(SCC(=O)Nc2nnc(C)s2)nnc1-c1ccco1`?
RBBP9 inhibitor: -16; Calpain2 inh: 9; Tb hexokinase: 0; EBV gp42 inh: -2; Runt-SMMHC FRET: 1; p97 inhibitor: -2; p47phox inh: 6; Runt-CBFb FRET: 1; Furin inh: -14

What do the screens show for `O=C(NC(=S)Nc1ccc(S(=O)(=O)N2CCCC2)cc1)C1CCC1`?
RBBP9 inhibitor: -10; Calpain2 inh: 0; Tb hexokinase: 0; EBV gp42 inh: -5; Runt-SMMHC FRET: -1; p97 inhibitor: 1; p47phox inh: -4; Runt-CBFb FRET: -2; Furin inh: -11

Next entries follow:
How did COc1cc(NC(=O)CSc2nc(C)c(C)c(C)n2)cc(OC)c1 do in these assays?
RBBP9 inhibitor: -4; Calpain2 inh: 8; Tb hexokinase: 2; EBV gp42 inh: -13; Runt-SMMHC FRET: 1; p97 inhibitor: 3; p47phox inh: -10; Runt-CBFb FRET: 0; Furin inh: -23

What do the screens show for `CC1CN(c2ccc([N+](=O)[O-])cn2)CC(C)O1` (centres undefined)?
RBBP9 inhibitor: 3; Calpain2 inh: 7; Tb hexokinase: -18; EBV gp42 inh: -8; Runt-SMMHC FRET: -7; p97 inhibitor: 2; p47phox inh: 8; Runt-CBFb FRET: -2; Furin inh: 6

Results for CCOc1c(Cl)cc(C(=O)Nc2cccc(C(=O)O)c2)cc1Cl ?
RBBP9 inhibitor: -7; Calpain2 inh: 4; Tb hexokinase: 0; EBV gp42 inh: 0; Runt-SMMHC FRET: 4; p97 inhibitor: -1; p47phox inh: -1; Runt-CBFb FRET: -2; Furin inh: -22

How did O=C(/C=C/c1ccco1)OCc1nnc(-c2ccccc2)o1 do in these assays?
RBBP9 inhibitor: -8; Calpain2 inh: -50; Tb hexokinase: 2; EBV gp42 inh: -5; Runt-SMMHC FRET: 7; p97 inhibitor: 2; p47phox inh: -3; Runt-CBFb FRET: 9; Furin inh: -20

Results for Cc1ccc(NC(=O)/C(C#N)=C/c2ccsc2)c(C)c1 ?
RBBP9 inhibitor: -5; Calpain2 inh: -2; Tb hexokinase: 24; EBV gp42 inh: -12; Runt-SMMHC FRET: 4; p97 inhibitor: 6; p47phox inh: -11; Runt-CBFb FRET: -4; Furin inh: -13

What do the screens show for `CC(NCCN(C)C)C(=O)C12CC3CC(CC(C3)C1)C2` (centres undefined)?
RBBP9 inhibitor: 2; Calpain2 inh: 0; Tb hexokinase: -10; EBV gp42 inh: -16; Runt-SMMHC FRET: 1; p97 inhibitor: 3; p47phox inh: -7; Runt-CBFb FRET: 2; Furin inh: -11

How did S=C(NCC1CCCO1)Nc1ccc(Cl)cc1 (centres undefined) do in these assays?
RBBP9 inhibitor: 6; Calpain2 inh: -14; Tb hexokinase: -8; EBV gp42 inh: -4; Runt-SMMHC FRET: 1; p97 inhibitor: 3; p47phox inh: -8; Runt-CBFb FRET: 1; Furin inh: -21

What do the screens show for `Cc1cccc(NC(=O)CSc2nc3ccc(NC(=O)CSc4nnnn4-c4ccccc4)cc3s2)c1C`?
RBBP9 inhibitor: -1; Calpain2 inh: -183; Tb hexokinase: 12; EBV gp42 inh: -28; Runt-SMMHC FRET: -4; p97 inhibitor: 3; p47phox inh: -74; Runt-CBFb FRET: -8; Furin inh: 0[20 µM]

What do the screens show for `CCC(C)[C@H](NC(=O)NCc1ccco1)C(=O)O` (some centres undefined)?
RBBP9 inhibitor: 2; Calpain2 inh: -10; Tb hexokinase: 4; EBV gp42 inh: -9; Runt-SMMHC FRET: -5; p97 inhibitor: -1; p47phox inh: -5; Runt-CBFb FRET: -2; Furin inh: -27

Results for CC1(C)CC(=O)c2c(O)cc(OCc3ccc([N+](=O)[O-])cc3)cc2O1 ?
RBBP9 inhibitor: -10; Calpain2 inh: -25; Tb hexokinase: -2; EBV gp42 inh: -12; Runt-SMMHC FRET: 3; p97 inhibitor: 2; p47phox inh: -5; Runt-CBFb FRET: -1; Furin inh: -28[20 µM]

How did Cc1ccc2nc3c(cc2c1)c(NC(=O)c1cccnc1)nn3C do in these assays?
RBBP9 inhibitor: -5; Calpain2 inh: -20; Tb hexokinase: -10; EBV gp42 inh: 6; Runt-SMMHC FRET: 25; p97 inhibitor: -9; p47phox inh: -27; Runt-CBFb FRET: 15; Furin inh: -20

Compound activity (PubChem BioAssay)

An unsorted share of the library; about 2.7% have a hit in one of these screens.
